Compound activity: PubChem BioAssay, National Center for Advancing Translational Sciences (NCATS)
Vif-APOBEC3F blk: inhibitors of Vif-A3F interaction. Potency, µM (top dose mostly 46.1 µM), for inactives: at the highest dose activity, negative = active. AID 602313. hit rate 0.2% among 390,000. HeLa A3F-eYFP + Vif (tagged APOBEC3F with the HIV-1 protein that degrades it), YFP fluorescence increase; also: potency is read from the fitted curve at half-maximal effect; % of control where 0% means no effect; nearly all actives have a fitted effect of over 65% in size
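HeLa cells stably expressing Vif plus C-terminally eYFP-tagged A3F were seeded, incubated overnight at 37 deg C, dosed with compound, incubated overnight again at 37 deg C. Yellow fluorescence (Ex 488/Em 500-530) reported blocked Vif-mediated A3F-eYFP degradation.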
RGS4 inh: inhibitors of human regulator of G protein signaling 4 | Transcreener GDP fluorescence polarization, RGS4-accelerated GTP hydrolysis | Potency, µM (doses to about 114 µM), for the others: at the top dose activity change, negative = inhibition, usual class: inhibitors | P49798 | hit rate 0.039% among 390,000 | AID 504845; also: potency is read from the fitted curve at half-maximal effect; % is scaled to controls: 0 for no effect and ±100 for the full control effect; nearly all actives have a fitted effect of over 75% in size; some results filed as inactive show a strong effect at the top dose
Target sequence (P49798 whole entry, looked up): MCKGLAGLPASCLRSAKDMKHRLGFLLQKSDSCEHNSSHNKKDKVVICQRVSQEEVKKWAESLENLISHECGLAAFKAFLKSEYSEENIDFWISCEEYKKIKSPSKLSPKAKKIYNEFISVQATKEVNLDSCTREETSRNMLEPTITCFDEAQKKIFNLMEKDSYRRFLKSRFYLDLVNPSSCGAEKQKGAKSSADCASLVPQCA
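MLSMR compounds (23 nl, pin-transferred) preincubated 10 min at room temperature with a 500nM (2x) first reagent, then RGS4 at 900nM (2x) plus Transcreener GDP mix added; fluorescence polarization (620/688 nm) read before and after 90 min at 30 °C.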
USP1-UAF1 inh: blocks the human USP1/UAF1 deubiquitinase complex | O94782 | recombinant USP1/UAF1, Ub-Rhodamine cleavage fluorescence | Potency, µM (series often up to 57.1 µM), inactives show at the highest dose activity change, negative = inhibition, actives largely listed as inhibitors | hit rate 0.23% among 390,000; also: potency is read from the fitted curve at half-maximal effect; % is scaled to controls: 0 for no effect and ±100 for the full control effect; nearly all actives have a fitted effect of over 60% in size; inactives centre near -12
Target sequence (O94782 whole entry, looked up): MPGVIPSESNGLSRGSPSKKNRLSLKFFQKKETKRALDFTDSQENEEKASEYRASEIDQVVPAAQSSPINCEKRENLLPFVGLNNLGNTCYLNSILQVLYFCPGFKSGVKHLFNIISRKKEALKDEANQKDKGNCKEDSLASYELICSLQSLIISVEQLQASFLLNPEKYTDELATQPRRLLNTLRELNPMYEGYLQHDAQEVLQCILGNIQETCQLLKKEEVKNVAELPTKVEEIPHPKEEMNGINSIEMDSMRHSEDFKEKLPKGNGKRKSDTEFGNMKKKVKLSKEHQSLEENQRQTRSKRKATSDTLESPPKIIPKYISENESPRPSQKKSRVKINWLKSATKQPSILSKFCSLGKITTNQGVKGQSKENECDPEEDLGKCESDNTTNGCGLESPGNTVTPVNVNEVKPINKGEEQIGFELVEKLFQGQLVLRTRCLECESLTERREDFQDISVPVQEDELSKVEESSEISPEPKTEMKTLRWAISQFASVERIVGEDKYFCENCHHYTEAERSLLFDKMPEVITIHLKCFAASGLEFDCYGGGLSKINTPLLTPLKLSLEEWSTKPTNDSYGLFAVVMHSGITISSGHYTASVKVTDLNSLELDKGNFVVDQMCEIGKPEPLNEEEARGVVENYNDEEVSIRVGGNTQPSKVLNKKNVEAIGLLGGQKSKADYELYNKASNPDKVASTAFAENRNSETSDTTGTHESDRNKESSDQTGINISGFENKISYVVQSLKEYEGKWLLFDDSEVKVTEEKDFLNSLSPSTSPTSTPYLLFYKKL
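In this screen, compounds sit with the deubiquitinase complex (1nM) for 15 min at room temperature before Ub-Rho is added at 150nM final. Fluorescence rise is then followed for 6 reads every 60 seconds.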
Glioma ERSR ind: inducers of ER stress response in human glioma cells; hit rate 0.02% among 420,000; U87-MG GRP78 promoter luciferase reporter, 16 h; Potency, µM, for inactives: at the top dose activation, hits mostly activators; AID 602332; also: potency is read from the fitted curve at half-maximal effect; series mostly up to about 76 µM; % of control where 0% means no effect; nearly all actives have a fitted effect of over 35% in size
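Stably transfected U87-MG human glioma cells carrying a GRP78-based luminescent sensor were seeded at 1000 cells/well, pin-dosed with compounds and incubated 16 h. Luciferase reagent was then added, and end-point luminescence was read after 10 min at room temperature.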
LDHA inh: blocks human lactate dehydrogenase A; hit rate 0.15% among 480,000; AID 1347041; activity change, % (values are at about 110 or 230 µM); purified LDHA, NADH/diaphorase-resazurin fluorescence; stronger effect = lower value; P00338; in the data active = activity change below about -30%; inconclusive = mostly about -25% to -30%;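 also: plate controls were DMSO wells for no effect and wells without enzyme for full effect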
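Human LDH5 at 2 nM final in Tris HCl pH 7.4 with 0.06 mM NADH and 0.2 mM pyruvate, reacted 5 minutes at room temperature. Remaining NADH coupled via diaphorase/resazurin; resorufin fluorescence read at 0 and 20 minutes, normalized to enzyme-free and DMSO wells.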
IDH1 R132H inh: blocks human mutant IDH1 R132H enzyme | O75874 | IDH1-R132H enzyme, NADPH consumption, diaphorase/resazurin fluorescence | Potency, µM (highest dose often 76.6 µM), without a hit: at the highest dose activity change, negative = inhibition, hits mostly inhibitors | hit rate 0.093% among 390,000; also: potency is read from the fitted curve at half-maximal effect; % is scaled to controls: 0 for no effect and ±100 for the full control effect; nearly all actives have a fitted effect of over 65% in size
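IDH1-R132H (0.5 ug/mL dispensed) in pH 7.5 Tris buffer was preincubated 30 min with compound, then given a substrate mix of 0.016 mM NADPH and 2 mM alpha-KG for 80 min at room temperature; remaining NADPH was read by diaphorase/resazurin fluorescence.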
TrxR1 substrate: rat thioredoxin reductase 1 substrate activity; purified TrxR1 substrate turnover, NADPH consumption readout; AID 588456; O89049; Potency, µM (series often up to 114 µM), for the others: top-dose activity change, negative = substrate turnover; hit rate 0.01% among 390,000; also: potency is read from the fitted curve at half-maximal effect; % is scaled to controls: 0 for no effect and ±100 for the full control effect; nearly all actives have a fitted effect of over 50% in size
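Rat TrxR1, dispensed at 90 nM, was prereduced with 400 uM NADPH (final) for 5 min at ~22 deg C, then incubated with compound 15 min before 400 uM selenite. A first-read NADPH fluorescence drop versus no-compound background flagged substrates.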
Vif-A3G inh: blocks the Vif interaction with human APOBEC3G; Q9HC16; HeLa A3G-eYFP + Vif (tagged APOBEC3G with the HIV-1 protein that degrades it), YFP fluorescence, overnight; Potency, µM (titrated, usually from 46.1 µM), for the others: at the highest dose activity, negative = active, hits mostly inhibitors; hit rate 0.076% among 410,000;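 also: potency is read from the fitted curve at half-maximal effect; % is scaled to controls: 0 for no effect and ±100 for the full control effect; nearly all actives have a fitted effect of over 60% in size; hits raise eYFP signal because A3G escapes Vif-driven loss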
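HeLa cells stably expressing Vif and C-terminally eYFP-tagged A3G, seeded overnight at 37 deg C, then exposed to compound by pintool overnight at 37 deg C. Rise in yellow fluorescence (Ex 488/Em 500-530, Acumen) marks blocked Vif-driven A3G degradation.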
rTrxR1 inhibitor: blocks rat thioredoxin reductase 1 | hit rate 1% among 390,000 | O89049 | recombinant rTrxR1, NADPH fluorescence consumption, selenite substrate | Potency, µM (top dose mostly 114 µM), inactives show at the top dose activity change, negative = inhibition, usual class: inhibitors; also: potency is read from the fitted curve at half-maximal effect; % is scaled to controls: 0 for no effect and ±100 for the full control effect; nearly all actives have a fitted effect of over 65% in size
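Rat TrxR1 (90 nM in the dispensed reagent) was pre-reduced with 400 uM NADPH for 5 min at room temperature, then incubated with compound for 15 min. After 400 uM selenite was added, NADPH fluorescence (Ex 340/Em 450 nm) was followed for 8 min.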
Numbers without * were called inactive; ? = inconclusive; . = no result given; [ ] = remark or other dose. Unless noted, calls follow the shape of the dose curve; as a rule, active = well fitted curve in the direction sought with a large enough effect; inconclusive = small, poorly fitted or top-dose-only effect, or another doubt; inactive = no such curve, though single readings can be large; an effect the other way counts as inactive or inconclusive. This is a subset; rates above refer to the full screens.

SMILES	Vif-APOBEC3F blk	RGS4 inh	USP1-UAF1 inh	Glioma ERSR ind	LDHA inh	IDH1 R132H inh	TrxR1 substrate	Vif-A3G inh	rTrxR1 inhibitor
O=C(CSCc1nc2cccnc2n1C1CCCCC1)NCc1cccc(Cl)c1	0%	-1%	?	-4%	-2	-8%	-10%[57.1 µM]	-1%	-19%[57.1 µM]
Cc1ccc(NC(=S)NCc2ccc(S(N)(=O)=O)cc2)cc1Cl	9%	-23%	-21%	-4%	-5	4%	-1%[57.1 µM]	-7%	4%[57.1 µM]
COc1ccccc1S(=O)(=O)c1ccccc1[N+](=O)[O-]	-9%	5%	-6%	-5%	-10	1%	-10%	1%	-13%
O=C1C=C(C2CCCCC2)C(=O)c2ccccc21	5%	-14%	-27%	0%	34	-14%	9%[57.1 µM]	-15%	17%[57.1 µM]
CC(C)(C)/C(O)=C(/C#N)c1nc2ccccc2[nH]1	-10%	-16%	-11%	-1%	-2	0%	0%	-6%	-2%
COC(=O)c1cn(NC(=O)Cc2c(F)cccc2Cl)c(=O)c2ccccc12	-10%	-11%	-13%	-4%	-1	2%	-5%[57.1 µM]	0%	7%
CC1=NN(C(=O)Cn2nc([N+](=O)[O-])cc2C)C(O)(C(F)(F)F)C1 (stereo not given)	-5%	-5%	-8%	-4%	-10	0%	-4%	1%	1%
CCC(CO)n1c(SCc2cc(=O)oc3cc(C)ccc23)nc2ccccc2c1=O (stereo not given)	-4%	12%[56.9 µM]	-10%	-2%	4	-6%	-12%	0%	8%
C=CCS/C(=N\n1cnc2ccccc2c1=O)N(CC)CC	1%	-19%	-11%	-1%	-7	5%	-4%	0%	-2%
COC(=O)CCC/C=C1/SCC(NC(=O)c2ccccc2)C1=O (stereo not given)	-9%	?	-9%	1%	0	9%	4%	-7%	25µM*
O=C1CC(c2ccccc2)=NN1c1ccccc1	1%	-10%	8%	-2%	-2	2%	-6%[2.29 µM]	1%	10%[57.1 µM]
CCCCS(=O)(=O)c1oc(-c2cccs2)nc1S(=O)(=O)c1ccc(F)cc1	11%	-50%	-22%	-11%	-9	16%	12%	-18%	0.71µM*
CN1C(=O)c2ccccc2Sc2ccc(NC(=O)Cc3ccc(Cl)cc3)cc21	-2%	-46%	?	-2%	1	7%	-24%[57.1 µM]	2%	-21%[57.1 µM]
COc1cccc(S(=O)(=O)c2nc(C)c3c(n2)CCC3)c1	-2%	-4%	-3%	-11%	-10	0%	-1%	2%	8%
CCOC(=O)c1cccc(NC(=O)CCNS(=O)(=O)c2ccc3c(c2)CCN3C(=O)CC)c1	.	11%	-26%	-5%	1	4%	-6%	-7%	-12%
Cc1nn(S(=O)(=O)c2ccccc2)c(C)c1Sc1ccc([N+](=O)[O-])cc1	-2%	8%	-15%	-4%	-2	7%	2%	0%	6%
COc1ccc(N2C(=O)CC(Sc3ncccc3C(=O)O)C2=O)cc1 (stereo not given)	-9%	5%	-2%	-4%	-10	-2%	7%	0%	7%
CCN(CCO)Cc1csc2ccc(Cl)cc12	-6%	3%	-18%	-3%	-5	3%	0%	-5%	-1%
Cc1ccc(C)c(NC(=O)CCN2C(=O)C3CC=CCC3C2=O)c1 (stereo not given)	-1%	2%	-13%	-3%	-5	4%	-3%	-2%	19%
Cc1ccc(NC(=O)C(=O)NCCc2c[nH]c3ccccc23)cc1C	2%	0%	-19%	1%	-9	-8%	6%	4%	14%
Oc1c(Cl)cc(Cl)cc1/C=C/c1ccc2cccc(O)c2n1	?	-10%	-21%	-3%	1	25%	6%[57.1 µM]	-9%	16%[57.1 µM]
C/C(=N\NC(=O)c1ccc(N(C)C)cc1)c1ccc(C)c(C)c1	-2%	-6%	-5%	-2%	-12	3%	0%[57.1 µM]	-3%	-11%[57.1 µM]
O=C1C(Cl)=C(NS(=O)(=O)c2ccc([N+](=O)[O-])cc2)C(=O)c2ccccc21	-4%	-23%	-22%	-4%	25	4%	-13%	10%	0.79µM*
Cn1ncc2c(NNC(=O)c3ccccc3Cl)ncnc21	0%	10%	-6%	-2%	10	-1%	-9%	1%	-1%
CC(C)c1ccc(-c2cc(C(=O)N3CCOCC3)c3cc(Br)ccc3n2)cc1	-8%	26%	-16%	3%	-6	-3%	-12%	0%	-5%
Cc1cccc(OCC(=O)Nc2ccc(OCc3cc(=O)n4cc(C)ccc4n3)cc2)c1	2%	-27%	-13%	0%	3	34%	1%[57.1 µM]	-1%	28%[57.1 µM]
Cc1cccc(OCCSc2nc3ccccc3n2CC(=O)N2CCCCC2)c1C	-1%	8%	-13%	-3%	-6	-5%	-3%	-1%	12%
CCN(CC)S(=O)(=O)c1ccc(C(=O)OCC(=O)Nc2ccc(-c3nc4ccc(C)cc4s3)cc2)cc1	-3%	-1%	-12%	0%	-9	12%	41%[activator]	1%	5%
CCOC(=O)c1ccc(COC(=O)c2ccc3c(c2)-c2ccccc2C3=O)cc1	-4%	-24%	-5%	-3%	-3	0%	1%	-2%	8%
OC(COCc1cccs1)CN1CCN(c2cccc(Cl)c2)CC1 (stereo not given)	-13%	-25%	-8%	0%	2	3%	-14%	-1%	-14%
Nc1nc(SCc2ccccc2Cl)c2ncn(C3OC(CO)C(O)C3O)c2n1 (stereo not given)	-1%	-1%	-7%	4%	-14	0%	-3%[2.29 µM]	0%	-2%[2.29 µM]
Cc1ncc([N+](=O)[O-])n1CCOC(=O)NC(Nc1ccc(F)cc1)C(Cl)(Cl)Cl (stereo not given)	0%	-16%[56.9 µM]	-25%	-2%	-4	-13%	3%	-5%	8%
CCCCCCn1c(N2CCC(C(N)=O)CC2)nc2c1c(=O)n(C)c(=O)n2C	5%	-43%	-5%	0%	-6	9%	-9%	-3%	-6%
CC1=C(C(=O)OCC(Cl)(Cl)Cl)N2C(=O)C(NC(=O)Cc3ccccc3)C2SC1 (stereo not given)	2%	5%	3%	-2%	-6	3%	-1%	2%	16%[57.1 µM]
CCn1nc(C)c2c(-c3ccccc3)cc(=O)n(C(C)C(=O)Nc3cccc(F)c3)c21 (stereo not given)	0%	-19%	-30%	-2%	3	11%	7%[57.1 µM]	2%	33%[57.1 µM]
CCOC(=O)c1ccc(NC(=O)C2CCCN(c3ncnc4onc(C)c34)C2)cc1 (stereo not given)	-2%	-8%	-17%	-1%	-3	-6%	2%	1%	16%
Cc1nnc(NC(=O)C2CCCN(S(=O)(=O)Cc3ccccc3)C2)s1 (stereo not given)	-3%	-2%	-5%	-4%	-10	8%	-10%	0%	-9%
O=C(CCN1CCN(C(=O)c2ccco2)CC1)Nc1ccc(F)cc1	-4%	4%	-10%	-2%	-4	-2%	-6%[57.1 µM]	1%	3%[57.1 µM]
CC(=O)OC1CCC2(C)C(CCC3C2CC(OC(C)=O)C2(C)C3C[C@@H]3O[C@]4(CC[C@@H](C)CO4)[C@@H](C)C32)C1 (stereo not given in full)	7%	18%	-17%	-1%	2	-7%	5%	1%	13%
Cc1nc2oc3c(NCc4ccccc4)ncnc3c2c2c1COC(C)(C)C2	-3%	24%	-12%	-2%	0	3%	74%[activator]	0%	40%[activator]
O=C(O)Cc1sc(Nc2ccccc2)nc1-c1cccs1	-23%	?	-6%	4%	-5	6%	-1%	-26%	?
COC(=O)c1cc(OC)c(OC)cc1NC(=O)CCc1ccc(C)o1	3%	-26%	-13%	-4%	3	5%	-8%[57.1 µM]	-5%	-5%[57.1 µM]
CCOC(=O)C(N)CSC1CC(=O)N(c2ccc(C(=O)OC)cc2)C1=O (stereo not given)	-1%	?	-7%	?	-2	2%	13%[0.457 µM]	1%	-21%
COC(=O)CSC1=C(C#N)C(c2ccc(Cl)cc2)C(C(=O)OC)C(=O)N1 (stereo not given)	-4%	-49%	-23%	6%	-9	14%	-1%[57.1 µM]	-7%	-4%[57.1 µM]
Cc1cccc(CNC(=O)c2oc3c(c2C)-c2nn(Cc4cccc(Cl)c4)cc2CC3)c1	5%	-32%	-10%	-4%	27	13%	1%	-1%	18%
COc1cc(C(C)=O)ccc1OCc1nnc(-c2ccccc2Br)o1	-6%	4%	-17%	-1%	-2	2%	5%	-6%	17%
O=C(Cc1ccccc1)Nc1ccccc1C(=O)Nc1ccccc1	-8%	-17%	-14%	-6%	-2	4%	-5%	2%	0%
CN(C)S(=O)(=O)c1ccc(C(=O)N2CC(=O)Nc3ccc(F)cc3C2c2ccc(F)cc2)cc1 (stereo not given)	5%	16%	-14%	8%	-2	2%	3%	1%	22%
CC(Oc1ccccc1C(N)=O)C(=O)Nc1ccc(S(=O)(=O)N2CCCC2)cc1 (stereo not given)	-22%	2%	-5%	0%	1	-5%	-5%[57.1 µM]	-4%	6%
COc1ccc(S(=O)(=O)NCC2CCCO2)cc1NC(=O)c1ccccc1F (stereo not given)	?	3%	4%	-4%	0	-1%	34%[activator][57.1 µM]	0%	19%[57.1 µM]
